Tat transport: inhibitors of E. coli Tat protein transport; E. coli MC4100 TorA-mCherry Tat export, fluorescence; AID 488895; hit rate 0.036% among 340,000; inhibition, % at 10 µM;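 active = mean replicate inhibition at least 50% and at least half of replicates individually reaching 50%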;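 note: exported cargo escapes ClpAP degradation while cytoplasmic cargo is degraded and loses fluorescence; 0% = median of neutral control wells and 100% = median of NaSCN control wells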
PvdQ acylase: P. aeruginosa PvdQ acylase inhibition; purified PvdQ acylase, fluorescence plate reader; inhibition, % at 10 µM; hit rate 0.063% among 340,000; in the data active = inhibition above about 30%, passing the limit was not always enough;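 note: 0% = vehicle neutral wells and 100% = reference inhibitor wells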
phage Ecoli inh: E. coli growth loss with phage present; growth absorbance; inhibition, % at 11.9 µM; hit rate 0.26% among 360,000; in the data active = inhibition above about 11%
CAL PDZ inh: inhibitors of human CAL PDZ peptide binding; Q9HD26; purified CAL PDZ, TMR-peptide fluorescence polarization, 1 h; inhibition, % at 20 µM; hit rate 0.02% among 330,000; AID 504414;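 active = highest replicate inhibition of at least 40%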;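 note: plate controls were DMSO neutral control wells for no effect and unlabeled competitor peptide control wells for full effect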
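Control set: unlabelled peptide and DMSO controls / Material: purified CerCALP PDZ construct / Timing: 1 h incubation at room temperature before polarization reading / Doses: 20 µM, one dose / Detection: fluorescence polarization (mP)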
DAGLB inh: diacylglycerol lipase beta (human) inhibition. Q8NCG7. HEK293T DAGLB membrane lysate, EnzChek fluorogenic substrate. inhibition, % at 5.17 µM. hit rate 0.059% among 340,000. AID 504411; in the data active = inhibition above about 34%;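 note: 0% = enzyme with vehicle and 100% = wells lacking enzyme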
Target sequence (Q8NCG7 whole entry, looked up): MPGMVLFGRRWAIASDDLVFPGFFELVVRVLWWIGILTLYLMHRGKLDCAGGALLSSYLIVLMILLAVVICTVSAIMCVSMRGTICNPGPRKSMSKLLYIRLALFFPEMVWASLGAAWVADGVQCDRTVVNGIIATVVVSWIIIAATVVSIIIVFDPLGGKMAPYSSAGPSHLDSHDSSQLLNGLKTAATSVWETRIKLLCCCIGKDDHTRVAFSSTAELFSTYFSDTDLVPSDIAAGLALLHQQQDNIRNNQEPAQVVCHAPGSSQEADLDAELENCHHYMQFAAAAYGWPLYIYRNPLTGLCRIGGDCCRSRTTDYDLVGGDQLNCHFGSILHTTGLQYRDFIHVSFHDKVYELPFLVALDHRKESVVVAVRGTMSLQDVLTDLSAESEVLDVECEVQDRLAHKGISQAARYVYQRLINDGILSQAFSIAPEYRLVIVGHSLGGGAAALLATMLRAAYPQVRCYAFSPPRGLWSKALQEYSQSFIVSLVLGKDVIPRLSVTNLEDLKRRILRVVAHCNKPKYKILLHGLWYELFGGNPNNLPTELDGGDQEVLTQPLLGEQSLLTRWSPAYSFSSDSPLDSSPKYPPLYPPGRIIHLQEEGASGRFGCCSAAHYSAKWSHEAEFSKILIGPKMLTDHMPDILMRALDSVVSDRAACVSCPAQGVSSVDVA
Wnt bcat act: activates Wnt/beta-catenin signaling in a reporter cell assay; activator, plate reader; activation, % at 9.35 µM; hit rate 1.2% among 300,000; in the data active = activation above about 30%, passing the limit was not always enough;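 note: 0% = neutral control wells and 100% = positive control wells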
AddAB inh: less growth of phage-infected E. coli with AddAB; E. coli expressing H. pylori AddAB, absorbance growth; inhibition, % at 11.9 µM; hit rate 0.29% among 330,000; AID 435030; in the data active = inhibition above about 12%;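 note: 0% = vehicle wells of infected cells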
Rtt109 HAT inh: blocks Candida albicans Rtt109/Vps75 acetyltransferase activity; inhibition, % at 34.9 µM; hit rate 0.16% among 330,000; purified Rtt109/Vps75, ThioGlo CoA-SH fluorescence, 4 h; AID 540336;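 active = inhibition of at least 50% in every replicate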
Target sequence (Q5AAJ8 whole entry, looked up): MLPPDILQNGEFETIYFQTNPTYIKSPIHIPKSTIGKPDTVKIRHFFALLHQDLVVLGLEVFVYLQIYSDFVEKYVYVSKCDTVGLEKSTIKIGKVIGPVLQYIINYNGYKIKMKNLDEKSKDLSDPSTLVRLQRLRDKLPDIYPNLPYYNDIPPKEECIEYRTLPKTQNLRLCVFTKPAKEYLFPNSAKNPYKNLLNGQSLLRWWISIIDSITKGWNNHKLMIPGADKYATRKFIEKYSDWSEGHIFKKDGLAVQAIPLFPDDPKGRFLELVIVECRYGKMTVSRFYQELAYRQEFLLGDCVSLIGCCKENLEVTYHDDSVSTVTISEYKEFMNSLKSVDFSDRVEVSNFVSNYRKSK
PfHsp90 yeast 2: reduces growth (ATP signal) of yeast expressing P. falciparum Hsp90; S. cerevisiae expressing PfHsp90, BacTiter-Glo ATP, 48 h; yeast lacking PDR1 and PDR3 efflux regulators; inhibition, % at 9.4 µM; hit rate 0.32% among 310,000;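 active = every replicate shows inhibition above about 80%, whatever the replicate mean, limit read from the data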;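 note: 0% = DMSO neutral controls and 100% = 20 µM radicicol positive controls; yeast relying on Plasmodium falciparum Hsp90 in place of its own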
E coli growth: reduces bacterial viability in AddAB counter-screen. E. coli V3065 growth, OD600 absorbance, 18 h. inhibition, % at 11.9 µM. hit rate 0.27% among 330,000. AID 449728;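 active = inhibition above the campaign's mean inhibition across all tested compounds plus 3 SD, cut at about 9.9% in these data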;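 note: uninfected addAB+ strain grown without phage in ampicillin broth; 0% = DMSO wells and 100% = ciprofloxacin 0.95 µg/ml wells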
* hit, by the source's call; nt = not tested or not shown.

entry	molecule	Tat transport	PvdQ acylase	phage Ecoli inh	CAL PDZ inh	DAGLB inh	Wnt bcat act	AddAB inh	Rtt109 HAT inh	PfHsp90 yeast 2	E coli growth
1	CN(C)c1ccc(S(=O)(=O)NCC(=O)NCCC2=CCCCC2)cc1[N+](=O)[O-]	-1.0	-3.1	1.7	-0.1	3.9	-2.7	-1.2	-7.6	-14.2	-3.3
2	CN(C)CCNS(=O)(=O)c1ccc2c3c(cccc13)C(=O)N2	0.4	-2.9	-1.0	-1.4	-0.4	-1.9	-2.1	-0.4	8.0	-0.3
3	CN1CCN(CC(=O)c2ccccc2F)CC1	-5.2	-5.5	0.0	-0.6	1.5	-1.6	-0.6	3.9	-14.9	1.3
4	CC1NC2(C(=O)N(Cc3ccccc3)c3ccccc32)C2C(=O)N(c3ccccc3)C(=O)C12 (stereo unspecified)	7.4	-7.6	1.4	-1.4	0.7	1.6	1.2	-3.4	-1.5	0.2
5	O=C(Nc1cn(-c2ccccc2)nc1-c1cccs1)c1ccco1	-3.8	2.1	1.7	-1.9	-1.9	6.0	3.4	-2.1	-10.3	2.6
6	CCOC(=O)CC(NC(=O)c1cc2cc(Cl)cc(Cl)c2oc1=O)c1cccc([N+](=O)[O-])c1 (stereo unspecified)	-1.4	-11.4	0.2	-0.8	0.2	0.8	2.0	2.9	-26.1	-0.9
7	CCc1nnc(SCC(=O)N2CCCC(N3CCN(c4ccccc4C)CC3)C2)o1 (stereo unspecified)	0.7	-20.7	0.9	-2.3	-0.7	-2.8	-1.0	-0.5	4.7	0.6
8	O=C(Nc1c2c(nn1-c1ccccc1)CS(=O)C2)c1ccc2c(c1)OCO2 (stereo unspecified)	-3.7	-7.0	-2.5	-1.1	1.2	-2.4	2.1	-0.6	17.3	-0.8
9	Cc1ccc(NS(=O)(=O)c2ccc(-c3ccc(=O)[nH]n3)o2)c(C)c1	-0.6	0.0	-0.1	-1.8	0.5	1.0	2.4	-0.6	5.5	0.2
10	CC(=O)N1CCOc2ccc(S(=O)(=O)N3CCCCC3)cc21	5.1	-8.5	6.5	-1.5	1.6	0.5	4.5	-1.8	-25.9	1.0
11	COc1ccc(-c2nc3ccncc3[nH]2)cc1OC	6.0	-3.0	1.1	nt	1.9	nt	-1.9	6.3	-2.1	-0.2
12	O=C(Nc1ccc(S(=O)(=O)N2CCCC2)cc1)c1ccc(CN2CCc3ccccc3C2)cc1	-3.0	-11.6	8.6	-1.9	-2.2	nt	9.2	-3.2	-1.3	3.5
13	OCCN(CC(O)COc1ccccc1)CC(O)Cn1ccc2ccccc21 (stereo unspecified)	0.2	1.7	8.3	-1.0	-0.3	nt	1.0	1.4	-8.9	0.7
14	O=C(Nc1ccccc1)N1CCC(C(=O)N2CCN(S(=O)(=O)c3cccc(F)c3)CC2)CC1	-6.0	-15.2	3.3	-2.7	0.8	nt	1.5	-3.6	nt	2.9
15	O=C(COc1ccccc1F)N1c2ccccc2CCc2ccccc21	9.3	-0.4	4.3	-2.3	-6.7	-3.9	1.7	nt	-9.8	-5.0
16	COc1ccc(Nc2cc(C)nc(N3CCN(C(=O)c4ccc5c(c4)OCO5)CC3)n2)cc1	-3.9	-7.3	2.1	-2.4	0.1	-3.2	0.8	-9.7	-15.6	-3.7
17	O=S1(=O)NC(=NCCc2ccccn2)c2ccccc21	1.7	4.6	2.8	0.0	-1.5	1.3	1.7	12.3	9.8	0.9
18	CC1CCN(S(=O)(=O)c2nnc(NC(=O)c3cccc([N+](=O)[O-])c3)s2)CC1	14.9	-2.1	nt	4.6	6.3	nt	5.0	2.5	-15.9	-2.3
19	CCOC(=O)CSc1nc2ccccc2n1CC(=O)N1CCN(c2ccccc2)CC1	-0.6	-10.0	nt	-2.0	-0.6	nt	1.3	-3.5	3.0	0.3
20	NS(=O)(=O)c1ccc(CNC(=O)/C=C/c2ccco2)cc1	-5.6	-3.2	4.5	-0.3	1.5	3.5	0.0	0.8	-2.5	1.6
21	Cc1ccc(NC(=S)N2CCCCC2)cc1C	-4.4	-16.6	2.7	-0.3	0.9	6.5	5.0	4.8	3.0	0.2
22	Cc1ccc(C(=O)COC(=O)c2cnccn2)cc1	-3.8	6.5	1.1	-0.5	-3.2	10.2	0.8	3.7	12.0	-2.5
23	CCOC(=O)C1(CCOc2ccccc2)CCN(Cc2ccc3c(c2)OCCO3)CC1	5.3	-7.3	6.6	-3.0	-4.2	-1.3	-0.1	5.0	-11.3	-3.1
24	NC(=O)c1ccccc1OCC(=O)c1ccc(Cl)cc1	-10.6	8.1	-0.5	-3.8	-1.2	-0.4	-0.2	13.8	1.2	-0.7
25	O=C1Nc2ccccc2C1(O)c1ccccc1 (stereo unspecified)	2.9	-3.8	1.4	-2.6	-2.8	-1.0	3.5	nt	1.5	2.9
26	COc1ccc(CCNCC(=O)Nc2ccc(OC(F)(F)F)cc2)cc1OC	1.3	9.4	2.5	-1.4	-1.4	-1.2	1.5	15.4	-4.1	0.8
27	CC1=CC(c2ccc(Cl)cc2)n2nc(NC(=O)c3ccccc3)nc2N1 (stereo unspecified)	-1.0	-15.9	2.5	-6.5	3.0	nt	1.1	20.0	-1.9	0.7
28	CN(C)c1ccc(C=C2C(=O)OC3(CCCC3)OC2=O)cc1	-4.4	-4.8	2.6	0.5	-2.4	9.1	-0.9	-1.0	-8.8	1.3
29	O=c1ccc2cc3c([nH]c4ccc(Br)cc43)oc-2c1O	3.5	-32.9	14.0*	48.2*	42.6*	-7.8	8.3	128.8*	6.1	8.5
30	CCOC(=O)C1CCN(C(=O)CN(c2cc(OC)ccc2OC)S(=O)(=O)c2ccccc2)CC1	0.5	-3.6	2.3	-3.1	-0.6	nt	2.0	2.6	4.9	-0.5
31	COc1ccc(NS(=O)(=O)c2ccc(O)c(NS(=O)(=O)c3ccc(NC(C)=O)cc3)c2)cc1	-1.6	-10.1	0.5	-0.5	1.2	-3.9	0.5	4.6	6.2	1.1
32	CCN(C(=O)COC(=O)c1ccccc1O)c1cccc2ccccc12	5.7	-1.6	2.1	-0.7	-2.1	-1.2	-1.3	1.1	-6.3	-1.8
33	Cc1ccc(-c2[nH]nc(N)c2N=Nc2cccc(Cl)c2C)cc1	7.3	-8.1	0.3	-2.2	12.9	-6.7	nt	2.4	nt	nt
34	O=C(NCc1ccco1)C(=O)NCC1OCCN1S(=O)(=O)c1ccc(Cl)cc1 (stereo unspecified)	-11.1	-20.4	2.4	-1.6	-0.5	0.4	-2.9	-4.7	2.6	-0.3
35	CC1CCN(c2ccc3c(c2)S(=O)(=O)c2ccccc2C3=O)CC1	-5.1	7.9	-0.2	-0.5	-25.0	52.2*	4.2	-7.3	-79.1	1.4
36	CCCCCOC(=O)CSc1nnc(-c2cc(OC)c(OC)c(OC)c2)o1	0.1	-11.7	3.6	-0.8	-6.0	-13.1	-1.4	5.6	-10.5	-1.6
37	CCN1CCCC1CNC(=O)C(=O)Nc1ccccc1 (stereo unspecified)	-1.1	-8.9	-2.0	-2.4	-0.7	18.4	-1.9	2.1	nt	-1.1
38	CN(c1ccccc1)c1ccc(/C=C(/CCC(=O)O)c2nc3ccccc3s2)cc1[N+](=O)[O-]	4.7	18.2	-0.3	0.8	35.1*	5.3	nt	3.9	-20.4	nt
39	CCN1C(=O)c2ccccc2S(=O)c2ccc(C(=O)NC3CC3)cc21 (stereo unspecified)	7.6	7.9	1.9	-1.1	0.0	-2.7	0.8	-5.0	3.6	1.8
40	C#CCN(C)CCCOc1ccc(Cl)cc1Cl	6.8	2.4	1.9	-1.4	-7.1	-3.5	-0.5	4.5	7.9	-1.8
41	COC(=O)[C@]1(C)N[C@H](CN(C)C(=O)c2ccc(C)cc2)[C@@H]2C(=O)N(C)C(=O)[C@@H]21	-3.9	5.5	2.0	-0.6	-3.1	-2.6	5.2	6.0	0.4	-0.5
42	CC(=O)Oc1ccccc1N(C(C)=O)S(=O)(=O)c1ccc(C)cc1	-0.3	9.5	4.7	-2.5	-2.0	-1.1	3.8	nt	-1.9	-0.5
43	Cc1ccc(NC(=O)CN(C)C(=O)Cn2cc(C(F)(F)F)cc(Cl)c2=O)cc1	3.3	-18.5	1.7	0.1	-2.8	nt	-0.1	-3.0	7.8	1.5
44	COc1ccccc1N1CCN(C2CCN(C(=O)COc3ccccc3)CC2)CC1	-2.4	-12.9	0.8	-0.5	-0.1	-0.1	-0.8	1.1	-9.0	-0.7
45	COc1cccc(C(=O)Cn2c(NCCO)nc3ccccc32)c1	0.0	-6.6	0.5	0.1	-1.6	nt	1.4	7.8	-6.2	-0.3
46	O=C(c1cccnc1)N1CCN(C/C=C/c2ccccc2)CC1	7.0	-5.6	2.2	-1.8	-1.2	0.0	3.7	16.3	28.0	0.4
47	CCc1noc(C)c1C(=O)NCCc1ccccc1	0.3	-8.9	4.6	0.5	-1.1	34.1*	3.4	-2.5	18.0	0.9
48	COc1cc(/C=N/Nc2nncc3ccccc23)cc(OC)c1OC	4.6	5.4	2.7	-0.7	-4.5	22.1	-3.0	5.5	-22.7	-0.4
49	CCC(C)SCC(=O)Nc1ccc(S(=O)(=O)N2CCOCC2)cc1OC (stereo unspecified)	-5.9	-1.1	2.3	1.4	-2.1	0.0	3.9	-10.6	7.4	2.1
50	CN1C(=O)CS(=O)c2ccc(C(=O)NC3CC3)cc21 (stereo unspecified)	-11.1	0.4	1.4	-0.8	1.3	0.5	3.8	-6.8	-7.6	0.3
51	COc1ccc2sc(-c3ccc(N(C)C)cc3)c(C#CC(C)(C)O)c2c1	-3.5	-50.5	2.8	0.0	2.4	-1.4	-0.3	-9.8	-1.0	-2.0
52	CC[C@]12c3[nH]c4cc(CCC(=O)N(C)C)ccc4c3CCN1C(=O)[C@@H](CC(=O)NCCCN(C)C)C[C@@H]2C(=O)N1CCN(C(=O)C2CC2)CC1	-8.1	-2.6	-0.2	0.2	-1.3	0.3	2.0	-0.4	-20.7	0.0

Excerpt: nos. 41 to 42
entry	molecule	Tat transport	PvdQ acylase	phage Ecoli inh	CAL PDZ inh	DAGLB inh	Wnt bcat act	AddAB inh	Rtt109 HAT inh	PfHsp90 yeast 2	E coli growth
41	COC(=O)[C@]1(C)N[C@H](CN(C)C(=O)c2ccc(C)cc2)[C@@H]2C(=O)N(C)C(=O)[C@@H]21	-3.9	5.5	2.0	-0.6	-3.1	-2.6	5.2	6.0	0.4	-0.5
42	CC(=O)Oc1ccccc1N(C(C)=O)S(=O)(=O)c1ccc(C)cc1	-0.3	9.5	4.7	-2.5	-2.0	-1.1	3.8	nt	-1.9	-0.5

From PubChem
